Assay outcomes as filed in PubChem BioAssay.
NPR1 activator: GC-A stimulated cGMP production enhancers – HEK293 GC-A cells, cGMP TR-FRET, EC30 ANP, primary screen | actives 0.14% (n = 370,000) | activation, % at 10 µM | 0% at EC30 ANP, 100% saturating ANP; in the data active = activation above about 40%
DAX1 inh-1: DAX1 (NR0B1) inhibitors on StAR promoter, primary screen, cell-based, luminescence, SF-1 (NR5A1), full-length DAX-1 | HEK293T StAR-luciferase reporter, SF-1/DAX-1 repression relief | AID 652010, 2013 | inhibition, % at 6.8 µM | actives 1.1% (n = 370,000);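 active = inhibition above the mean over all tested compounds plus 3 SD, cut at about 3.6% in these data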;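 note: 0% = DAX-1 cells with DMSO and 100% = cells lacking DAX-1 with DMSO; higher inhibition means more luminescence from relief of DAX-1 repression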
FXN GAA850 act: FXN promoter activators, primary screen, cell-based, luciferase luminescence, HEK293 lucGAA850. HEK293 lucGAA850 FXN promoter luciferase reporter, 24 h; percent of 10 µM SAHA response. actives 0.56% (n = 360,000). AID 540364, 2011. activation, % at 6 µM;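 active = activation above the average of all compounds screened plus 3 SD, cutoff fixed separately per campaign, cut at about 7.5% in these data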;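 note: 0% = DMSO wells and 100% = 10 µM SAHA wells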
ADAM10 inh: human ADAM10 inhibitors, primary screen, biochemical, QFRET, HTS | Disintegrin and metalloproteinase domain-containing protein 10 (Homo sapiens), O14672 | recombinant ADAM10, EDANS/DABCYL FRET peptide cleavage, 3 h | inhibition, % at 7 µM | actives 0.62% (n = 370,000);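 active = inhibition above a per-campaign cutoff equal to the mean of compounds falling between control-based bounds plus 3 SD, cut at about 20% in these data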;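 note: 0% = DMSO wells while the 100% control is not disclosed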
ssDAF12 agonist: S. stercoralis DAF-12 nuclear receptor activators, primary screen, cell-based, luminescence, HEK293, GRIP1 co-expression, lit1-tk-luc. HEK293 ssDAF-12/GRIP1 lit1-tk-luc reporter; % of 3 µM dafachronic acid response. activation, % at 6.8 µM. actives 1% (n = 370,000). AID 652126, 2013;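 active = activation above the mean over all tested compounds plus 3 SD, cut at about 0.9% in these data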;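 note: 0% = DMSO-only wells and 100% = 3 µM delta7-dafachronic acid wells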
DAX1 inh-2: DAX1 (NR0B1) inhibitors, primary screen, cell-based, HEK293, Gal4-DAX1, luciferase luminescence; Nuclear receptor subfamily 0 group B member 1 (Homo sapiens), P51843; HEK293 Gal4-DAX1 luciferase reporter; inhibition, % at 6.75 µM; actives 0.99% (n = 340,000); AID 504766, 2011;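 active = inhibition above the mean over all tested compounds plus 3 SD, cut at about 4.2% in these data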;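 note: 0% = DAX1-transfected cells with DMSO and 100% = empty-vector control cells with DMSO; inhibition shows as a rise in luminescence from relieved DAX1 repression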
Target sequence (P51843 207-470 limits assumed): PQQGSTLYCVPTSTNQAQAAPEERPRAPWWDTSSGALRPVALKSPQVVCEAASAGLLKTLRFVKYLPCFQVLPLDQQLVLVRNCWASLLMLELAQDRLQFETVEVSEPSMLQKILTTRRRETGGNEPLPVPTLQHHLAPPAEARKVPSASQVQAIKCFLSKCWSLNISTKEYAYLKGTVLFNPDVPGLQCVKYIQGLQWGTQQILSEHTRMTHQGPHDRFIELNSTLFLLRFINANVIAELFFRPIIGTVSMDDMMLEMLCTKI
SMARCA2 activ: SMARCA2 (BRM) function activators, primary screen, cell-based, luminescence, high throughput; MG213 cells, MMTV-luciferase reporter, dexamethasone, overnight; activation, % at 9.1 µM; actives 1% (n = 370,000); AID 652017, 2013; in the data active = activation above about 7.8%;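 note: 0% = vehicle wells and 100% = reference activator wells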
PG9 binder: binders of HIV-1 gp120 antibody PG9, primary screen, biochemical, TR-FRET; actives 0.43% (n = 360,000); HIV-1 gp120 / PG9 antibody interaction; inhibition, % at 6.7 µM; TR-FRET gp120-PG9 antibody binding; in the data active = inhibition above about 8.5%
ADAM17 inh: ADAM17 inhibitors, primary screen, biochemical, QFRET | Disintegrin and metalloproteinase domain-containing protein 17 (Homo sapiens), P78536 | recombinant ADAM17, EDANS/DABCYL FRET peptide cleavage | inhibition, % at 6.95 µM | actives 0.83% (n = 370,000);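 active = inhibition above the mean of compounds lying between control limits plus 3 SD, set per campaign, cut at about 8.5% in these data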;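 note: 0% = DMSO-only wells as the low control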
Target sequence (P78536 215-824 limits assumed): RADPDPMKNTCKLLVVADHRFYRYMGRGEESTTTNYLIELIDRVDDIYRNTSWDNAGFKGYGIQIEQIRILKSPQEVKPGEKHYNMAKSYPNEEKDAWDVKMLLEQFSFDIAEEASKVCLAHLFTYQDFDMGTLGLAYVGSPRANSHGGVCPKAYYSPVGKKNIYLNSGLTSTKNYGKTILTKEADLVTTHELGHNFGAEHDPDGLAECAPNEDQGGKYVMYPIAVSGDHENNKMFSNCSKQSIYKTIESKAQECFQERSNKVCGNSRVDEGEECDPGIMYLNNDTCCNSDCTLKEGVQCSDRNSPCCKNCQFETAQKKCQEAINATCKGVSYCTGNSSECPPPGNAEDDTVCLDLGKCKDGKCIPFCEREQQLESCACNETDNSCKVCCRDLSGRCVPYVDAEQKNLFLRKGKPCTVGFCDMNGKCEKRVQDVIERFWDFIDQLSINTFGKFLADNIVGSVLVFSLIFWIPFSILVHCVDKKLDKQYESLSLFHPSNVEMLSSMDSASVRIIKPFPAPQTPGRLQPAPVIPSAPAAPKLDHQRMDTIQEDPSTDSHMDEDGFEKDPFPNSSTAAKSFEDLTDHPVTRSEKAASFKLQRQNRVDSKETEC
hgDAF12 agonist: H. glycines DAF-12 receptor agonists, primary screen, cell-based, luminescence, HEK293, GAL4 fusion, UAS-luciferase; Nuclear hormone receptor DAF-12 (Heterodera glycines), GAL4 fusion; HEK293 GAL4-hgDAF12 UAS-luciferase reporter, agonist luminescence; normalized to butyrate control; activation, % at 6.8 µM; actives 1.8% (n = 370,000);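 active = activation above a cutoff set at the mean of all screened compounds plus 3 SD, cut at about 10% in these data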;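 note: 0% = DMSO wells and 100% = sodium butyrate wells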
hcDAF12 agonist: H. contortus DAF-12 nuclear receptor activators, primary screen, cell-based, luminescence, HEK293, lit1-tk-luc reporter; HEK293 hcDAF-12 lit1-tk-luc reporter; 0% DMSO, 100% Δ7-dafachronic acid; activation, % at 6.8 µM; actives 1.4% (n = 370,000);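 active = activation above the mean of all tested compounds plus 3 SD, cut at about 5.5% in these data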;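 note: 100% = response to 3 µM Δ7-dafachronic acid high control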
Starred values were filed as active, the others as inactive; · = no result given.

SMILES	NPR1 activator	DAX1 inh-1	FXN GAA850 act	ADAM10 inh	ssDAF12 agonist	DAX1 inh-2	SMARCA2 activ	PG9 binder	ADAM17 inh	hgDAF12 agonist	hcDAF12 agonist
COc1cccc(C(=O)NOCc2ccc(C)cc2)c1OC	2	-0.2	0.3	3	-0.5	0.1	0	-1.8	-2	0.1	-1.1
O=C(Nc1ccc(F)cc1)Nc1ccc2c(c1)CCC2	3	5.2*	4.4	-7	0.1	1.9	3	1.1	7	6.9	-0.4
Cc1ccccc1C(=O)N1CCN=C1SCc1ccc([N+](=O)[O-])cc1	0	-1.3	1.2	2	-2.0	-0.5	-2	-2.2	1	3.0	-0.5
Brc1ccc(-c2c[n+]3c(n2-c2ccccc2)SCC3)cc1	9	-0.2	-0.3	6	-1.4	·	-7	0.1	2	-2.2	-1.4
CC(=O)[C@@]1(O)[C@H](C)CC2C3CC=C4CC(OP(=O)(O)O)CC[C@]4(C)C3CC[C@@]21C (stereo not given in full)	2	0.0	1.7	4	-1.2	-0.2	0	0.4	3	2.9	1.1
COc1ccc(-c2cnnn2-c2ccc(NC(=O)c3ccc(S(=O)(=O)N4CCCCC4)cc3)cc2)cc1OC	1	-0.8	6.7	15	-2.5	-2.5	2	-1.5	8	-4.6	-5.9
Cc1ccccc1OCC(=O)Nc1ccc(C)c(S(=O)(=O)N2CCCCCC2)c1	1	-2.4	0.6	12	-1.5	-1.1	-4	-1.3	8.7*	-4.7	0.2
COc1ccc(CCC(=O)N(C)CC(=O)Nc2cc(C)ccc2C)cc1	-2	0.2	-2.1	-6	-2.0	0.8	0	1.9	-3	-1.4	0.0
COc1ccc(-c2noc(CCC(=O)N3CCN(c4cccc(F)c4)CC3)n2)cc1	1	1.4	2.7	-6	-0.5	-0.3	-3	-2.1	2	0.2	-0.7
Cc1nnc2n(c1=O)N=C(c1ccc(Cl)cc1)CS2	1	2.3	5.5	0	0.4	-0.6	0	-2.0	1	8.2	6.0*
C(=C\c1nc(N2CCCCCC2)c2ccccc2n1)/c1ccccc1	-6	0.1	7.4	-27	-1.2	-1.1	9.3*	-0.4	-8	4.8	-2.0
O=C(NC(Cc1c[nH]c2ccccc12)C(=O)O)c1ccc2c(c1)OCO2 (stereo not given)	2	-0.1	1.0	2	-0.2	2.3	0	0.2	-5	0.9	4.9
COc1cccc(-c2ncc3ccccc3c2COC(=O)CCCC(=O)O)c1	3	0.5	-0.5	0	-0.4	1.1	1	-1.0	-5	0.1	-1.9
Cc1ccc2c(c1)N(CC(=O)Nc1ccccc1F)C(=O)C(C)O2 (stereo not given)	-5	0.1	0.7	11	-1.5	1.2	-2	-1.1	-2	0.4	-1.8
O=C(Cc1n[nH]c(=O)[nH]c1=O)N/N=C/c1cccc(Cl)c1	-1	-0.2	0.6	-5	-1.5	1.2	-1	-0.7	-4	2.0	-0.9
Cc1cccc(CN2[C@H](COCc3ccccc3)C=CS2(=O)=O)c1	-1	0.1	·	-9	-1.3	·	-3	-1.5	-2	-1.1	-1.4
CN(C)c1ccc(/C=[N+](\[O-])C2SC(=S)N(C)C2(C)C)cc1 (stereo not given)	0	-0.7	-1.6	3	-0.9	1.1	-2	-0.7	1	-1.1	-0.9
CCN(CC)S(=O)(=O)c1ccc2oc(SCC3CN=C(c4ccc(OC)cc4)S3)nc2c1 (stereo not given)	-1	0.2	2.1	-29	-0.9	0.7	-5	2.0	-8	-2.2	-0.4
CCCCOc1ccc(C(CC(=O)NC)C(=O)O)cc1 (stereo not given)	4	-0.3	-1.3	-8	-1.6	-0.2	-3	-0.1	-5	-2.8	-0.4
Cc1cccc(C(=O)OCC(=O)N2CCCCCC2)c1C	0	3.0	1.4	1	-0.4	-1.9	7	-1.5	-3	7.2	2.4
CCOC(=O)C1(Cc2ccccc2C(F)(F)F)CCN(C2CCSC2)CC1 (stereo not given)	1	-0.4	0.3	-3	-1.0	0.7	2	-3.8	-1	0.0	-1.1
COc1ccc(OC)c(S(=O)(=O)NCCS(=O)(=O)N2CCN(c3ccccc3)CC2)c1	-3	-0.5	-1.7	2	0.5	0.1	-3	-0.5	-4	-0.1	-1.0
C[C@@H]1COC(=O)[C@H](Cc2ccc(F)cc2)CC/C=C/C[C@@H](CC(=O)N[C@H](CO)Cc2ccccc2)C(=O)N1	2	-0.2	-1.1	4	-1.5	0.0	1	0.5	1	0.7	-1.2
Clc1ccc(-n2ncc3c(NCc4ccccn4)ncnc32)cc1	5	0.2	5.0	2	-1.3	0.6	11*	-1.7	1	4.5	0.1
O=C(CCc1c[nH]c2ccccc12)Nc1ccc(S(=O)(=O)Nc2ncccn2)cc1	-3	0.1	-0.5	-2	-1.5	1.2	-3	-2.4	-3	-1.1	-0.6
CC1(C)Cc2ccccc2/C(=C/C(=O)c2ccccc2)N1	-5	-1.2	-0.2	12	-1.7	-0.1	-2	0.1	7	-2.1	-0.9
Cc1cccc(Nc2ccc([N+](=O)[O-])cc2C(=O)O)c1	-4	0.6	1.2	12	-0.3	1.2	-3	-2.1	7	1.2	-1.2
CCCSc1nsc(NC(=O)c2cccnc2OCC)n1	-1	0.1	3.2	-2	-0.2	5.8*	-2	1.7	-2	5.0	1.0
CCOC(=O)C(C)(C)C(=O)C(C)(C)C(O)c1ccccn1 (stereo not given)	-1	0.3	0.3	2	-1.4	1.2	-1	0.0	-1	2.5	-0.7
Cc1ccc(S(=O)(=O)N2CCCC(C(=O)NCCN3CCC(Cc4ccccc4)CC3)C2)cc1 (stereo not given)	-10	-1.1	·	-10	-1.6	·	-6	·	0	-0.3	-3.1

Retrieved by compound from the list above (four):
SMILES	NPR1 activator	DAX1 inh-1	FXN GAA850 act	ADAM10 inh	ssDAF12 agonist	DAX1 inh-2	SMARCA2 activ	PG9 binder	ADAM17 inh	hgDAF12 agonist	hcDAF12 agonist
Clc1ccc(-n2ncc3c(NCc4ccccn4)ncnc32)cc1	5	0.2	5.0	2	-1.3	0.6	11*	-1.7	1	4.5	0.1
COc1ccc(OC)c(S(=O)(=O)NCCS(=O)(=O)N2CCN(c3ccccc3)CC2)c1	-3	-0.5	-1.7	2	0.5	0.1	-3	-0.5	-4	-0.1	-1.0
CCCCOc1ccc(C(CC(=O)NC)C(=O)O)cc1 (stereo not given)	4	-0.3	-1.3	-8	-1.6	-0.2	-3	-0.1	-5	-2.8	-0.4
Cc1cccc(C(=O)OCC(=O)N2CCCCCC2)c1C	0	3.0	1.4	1	-0.4	-1.9	7	-1.5	-3	7.2	2.4

Taken from above:
For ADAM10 inh, `Cc1ccccc1C(=O)N1CCN=C1SCc1ccc([N+](=O)[O-])cc1` is entered as 2
For hcDAF12 agonist, `COc1cccc(-c2ncc3ccccc3c2COC(=O)CCCC(=O)O)c1` is entered as -1.9
For DAX1 inh-1, `Cc1nnc2n(c1=O)N=C(c1ccc(Cl)cc1)CS2` is entered as 2.3

Later entries.
SMILES	NPR1 activator	DAX1 inh-1	FXN GAA850 act	ADAM10 inh	ssDAF12 agonist	DAX1 inh-2	SMARCA2 activ	PG9 binder	ADAM17 inh	hgDAF12 agonist	hcDAF12 agonist
Cc1cnc(C(=O)OCC(=O)N(Cc2ccccc2)C(C)(C)C)cn1	1	-0.6	-0.7	-6	-1.3	-0.8	-2	2.1	-2	-1.5	-2.1
CC1=C(C(=O)Nc2ccccc2)C(c2ccc(N(C)C)cc2)NC(=O)N1 (stereo not given)	-2	0.1	1.2	9	-0.9	-0.8	1	-3.7	0	-1.0	-1.9
Cc1cccn2c(CN3CCCC(c4ccccc4)C3)c(C(=O)N3CCOCC3)nc12 (stereo not given)	-3	-0.8	1.4	-2	-1.3	1.0	-2	-0.8	1	-2.1	-0.8
Cc1ccc(OCc2nnc(SC3CCc4ccccc4C3=O)n2C)cc1 (stereo not given)	-2	-0.1	0.8	4	-0.4	1.3	-1	0.1	-2	1.1	1.1
CCOC(=O)c1sc(NC(=O)Cc2ccccc2OC)nc1C	-1	0.3	0.6	7	-1.1	0.1	1	-1.8	1	0.6	-1.4
COc1ccc(C(=O)N2CCN(c3ncccn3)CC2)cc1S(=O)(=O)N1CCOCC1	0	0.7	2.2	-16	-1.2	-0.5	-3	-0.6	-10	0.2	0.5
CCC1(c2ccc(Cl)cc2)NC(=O)N(CC(=O)NCc2ccc(F)cc2)C1=O (stereo not given)	2	-0.2	-0.7	2	-1.7	-1.3	-1	-0.4	-1	0.7	-1.3
CCCCCCn1c(=O)n2n(c1=O)C[C@]1(OC(=O)NCc3ccco3)CN(S(=O)(=O)c3ccc(C)cc3)C[C@]1(O)C2	1	-0.3	-5.4	7	-1.1	-0.4	0	-1.0	8	-1.9	-0.3
COc1cc2c(cc1OC)C(COc1cc(C)cc(C)c1)N(C(C)=O)CC2 (stereo not given)	-20	-0.5	3.1	3	-1.4	0.2	0	-1.5	3	0.0	0.8
O=c1[nH][nH]c2c1C(c1cccc(C(F)(F)F)c1)OC(CCc1ccccc1)C2 (stereo not given)	-2	-0.9	·	11	-1.1	·	-1	-1.2	4	-2.5	-1.1
CCc1nnc(NC(=O)C(NS(=O)(=O)c2ccccc2)C(C)C)s1 (stereo not given)	1	-0.2	-1.3	0	-1.0	0.9	2	1.4	1	1.1	0.4
O=C1N/C(=C/c2cccs2)C(=O)N1Cc1ccccc1F	-1	0.2	0.8	13	-1.1	0.6	4	-1.4	0	-2.5	5.3
CN(C)c1ccc(/C=N/n2cnn(Cc3ccccc3Cl)c2=S)cc1	1	-0.9	0.7	3	-1.1	2.0	-2	-2.4	0	3.9	-0.8
COc1cc(NC(=S)N2CCCCC2C)cc(OC)c1OC (stereo not given)	-2	-0.5	1.5	-1	-1.2	-0.7	1	-3.3	-2	-0.5	-1.4
COc1ccc(C2CC(=O)C=C(NCc3ccccc3)C2)cc1 (stereo not given)	-8	0.1	-3.6	5	-2.0	1.1	1	-2.9	0	-2.8	0.7
Cc1ccc(-c2cc(C(=O)NCc3ccccn3)no2)cc1	7	0.4	1.7	-1	-1.2	1.1	2	0.2	-3	1.5	-1.5
COc1cc(/C=C(\C#N)C(=O)c2ccc(O)c(O)c2)cc(I)c1O	-2	0.2	0.8	0	-1.4	0.2	-3	-2.4	-2	1.0	1.0
